Screens: PubChem, The Scripps Research Institute Molecular Screening Center
PAFAH2 FP inh – PAFAH2 (human) inhibition | recombinant PAFAH2, FP-rhodamine activity probe, fluorescence polarization | inhibition, % at 3.39 µM | AID 492956 | 0.99% of 340,000 active;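 active = inhibition above the mean over all tested compounds plus 3 SD, cut at about 30% in these data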;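 note: inhibitors block probe labeling of enzyme so polarization drops; 0% = enzyme with DMSO and 100% = wells lacking PAFAH2 protein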
GSTO1 counter – blocks human GSTO1 in RBBP9 counter-screen | P78417 | recombinant GSTO1, activity-based probe fluorescence polarization | inhibition, % at 5.96 µM | 1.1% of 300,000 active;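 active = inhibition above the campaign mean inhibition plus 3 SD, cut at about 35% in these data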;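 note: 0% = GSTO1-1 with DMSO and 100% = wells lacking GSTO1-1 enzyme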
PREPL inh – inhibitors of human prolyl oligopeptidase-like enzyme PREPL; recombinant PREPL, fluorescence polarization activity-based probe; AID 2751; 0.68% of 320,000 active; Q4J6C6; inhibition, % at 5.96 µM; in the data active = inhibition above about 43%;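 note: 0% = enzyme with DMSO and 100% = wells lacking enzyme; many of its hits are not listed in these tables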
LYPLA1 counter – counter-screen for PME1 inhibitors: inhibitors of human LYPLA1; O75608; recombinant LYPLA1, FP-Rh probe fluorescence polarization; inhibition, % at 5.9 µM; 0.16% of 320,000 active; AID 2174;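 active = inhibition above the mean of all tested compounds plus 3 SD, set per campaign, cut at about 14% in these data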;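 note: inhibitors block serine hydrolase probe labeling of LYPLA1 so polarization falls; 0% = enzyme with DMSO and 100% = wells lacking LYPLA1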
Target sequence (O75608 whole entry, looked up): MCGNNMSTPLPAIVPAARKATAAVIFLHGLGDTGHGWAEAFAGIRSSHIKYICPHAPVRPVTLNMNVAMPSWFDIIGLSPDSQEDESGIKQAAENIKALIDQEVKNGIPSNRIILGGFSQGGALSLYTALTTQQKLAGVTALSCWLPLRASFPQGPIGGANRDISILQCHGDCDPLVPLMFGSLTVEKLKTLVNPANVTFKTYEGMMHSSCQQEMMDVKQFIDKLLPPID
PAD4 FP inh – PAD4 (human) enzyme inhibition. inhibition, % at 6.36 µM. Q9UM07. 0.41% of 330,000 active. recombinant PAD4, RCA probe fluorescence polarization;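 active = percent inhibition above a cutoff equal to the mean of all tested compounds plus 3 SD, cut at about 15% in these data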;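 note: 0% = PAD4 with RCA probe and DMSO and 100% = probe without PAD4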
Target sequence (Q9UM07 whole entry, looked up): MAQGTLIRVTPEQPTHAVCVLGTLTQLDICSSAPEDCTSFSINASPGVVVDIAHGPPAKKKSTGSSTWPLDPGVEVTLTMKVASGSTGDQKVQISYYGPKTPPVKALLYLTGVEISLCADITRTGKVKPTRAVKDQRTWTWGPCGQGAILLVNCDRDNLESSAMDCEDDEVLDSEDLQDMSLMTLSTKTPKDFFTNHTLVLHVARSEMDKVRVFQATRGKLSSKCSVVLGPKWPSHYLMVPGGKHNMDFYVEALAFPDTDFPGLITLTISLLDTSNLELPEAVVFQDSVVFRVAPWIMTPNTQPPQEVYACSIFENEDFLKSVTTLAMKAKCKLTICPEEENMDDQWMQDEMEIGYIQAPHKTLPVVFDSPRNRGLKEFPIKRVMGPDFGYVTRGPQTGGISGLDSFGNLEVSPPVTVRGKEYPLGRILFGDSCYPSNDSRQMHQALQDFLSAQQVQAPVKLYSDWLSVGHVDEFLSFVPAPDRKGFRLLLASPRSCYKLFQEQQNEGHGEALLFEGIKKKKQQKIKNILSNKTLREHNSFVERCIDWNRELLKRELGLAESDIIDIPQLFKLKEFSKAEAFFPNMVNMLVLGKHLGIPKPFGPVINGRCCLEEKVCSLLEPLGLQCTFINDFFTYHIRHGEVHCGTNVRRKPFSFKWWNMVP
ZTA counter – blocks Epstein-Barr virus ZTA, an EBNA-1 counter-screen; P03206; ZTA-DNA binding, fluorescence polarization; inhibition, % at 11 µM; 0.15% of 320,000 active; AID 2234; in the data active = inhibition above about 33%
EBNA-1 inh – blocks EBNA-1 binding to DNA; inhibition, % at 14.8 µM; 0.34% of 300,000 active; EBNA-1 DNA binding, fluorescence polarization; AID 1950; in the data active = inhibition above about 28%
LYPLA2 counter – counter-screen for PME1 inhibitors: inhibitors of human LYPLA2; O95372; recombinant LYPLA2, FP-Rh probe fluorescence polarization; inhibition, % at 5.9 µM; 0.38% of 320,000 active;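 active = inhibition above the screen-wide mean plus 3 SD, limit set per campaign, cut at about 26% in these data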;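 note: 0% = LYPLA2 with DMSO and 100% = wells lacking LYPLA2 enzyme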
PAFAH1B3 FP inh – inhibitors of human PAFAH1B3; Q15102; recombinant PAFAH1B3, FP-rhodamine probe, fluorescence polarization; inhibition, % at 3.39 µM; 0.28% of 340,000 active;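 active = inhibition above the screen-wide average of all tested compounds plus 3 SD, cut at about 25% in these data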;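 note: 0% = enzyme with DMSO only and 100% = wells lacking PAFAH1B3 protein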
The depositor's hits bear a star; · = no result given; + = active, no number. The list is partial; count on the stated rates, not on these rows.

The line under a structure holds: PAFAH2 FP inh	GSTO1 counter	PREPL inh	LYPLA1 counter	PAD4 FP inh	ZTA counter	EBNA-1 inh	LYPLA2 counter	PAFAH1B3 FP inh
- CC(C)(C)c1ccc(COn2ccnc2)cc1
→ 2	2	-16	3	1	-10	-5	3	7
- COc1ccc(C2CC(=O)c3cnc(N4CCc5ccccc54)nc3C2)cc1OC (stereo unspecified)
→ ·	3	5	-2	0	-11	-14	-4	·
- Cc1cc(-c2nnc(CCC(=O)N(C)CCc3ccccc3)o2)no1
→ -3	4	-3	1	1	14	4	9	4
- COc1ccc2ccccc2c1C(=O)/C=C\c1ccoc1
→ 6	13	2	-2	1	3	-1	-4	0
- O=C1CC(NS(=O)(=O)c2cccs2)CN1c1ccc(Cl)cc1 (stereo unspecified)
→ 2	18	0	3	5	-6	5	4	7
- Cc1ccc(C)c(NC(=S)c2ccc3ccccc3n2)c1
→ -5	6	14	1	0	-4	22	9	12
- Cn1c2c(c(=O)n(C)c1=O)C(NC(=O)c1ccco1)(C(F)(F)F)C(=O)N2 (stereo unspecified)
→ 1	-1	14	-1	-4	4	-13	0	2
- CC(=O)c1cccc(NC(=O)CN2C(=O)C3C4C=CC(C4)C3C2=O)c1 (stereo unspecified)
→ 2	6	1	1	0	18	-2	1	7
- Cc1nnc(NC(=O)c2ccc(-c3cccc(C(F)(F)F)c3)o2)s1
→ 5	0	7	1	2	0	-2	-2	4
- CCn1c(Cc2ccccc2)nnc1SCc1cccc(C(=O)O)c1
→ -6	1	2	0	-4	10	12	8	14
- O=C(NCCCn1ccnc1)c1ccc(Br)cc1
→ -11	5	5	1	-1	-5	-2	5	1
- COCCCNC(=O)COc1ccc(Cl)c(C)c1
→ 7	2	1	-3	1	-9	9	-3	4
- COC(=O)C(CC(C(=O)OC)C(=O)OC)C(=O)OC
→ 1	18	6	1	2	-6	5	-2	-2
- CCCc1nnc(NC(=O)c2cc(OC)cc(OC)c2)s1
→ -3	-11	-7	-2	-1	9	8	8	3
- Cn1c(=O)c2cc(S(=O)(=O)NCCC(=O)NC3CCCCCCC3)ccc2n(C)c1=O
→ 3	5	18	-3	1	-1	-10	-1	4
- O=c1c2ccccc2n(Cc2cccc(F)c2)c(=O)n1C1CCCC1
→ -7	5	-8	-1	1	-6	2	0	1
- Cc1ccc(-c2nnc3c4ccccc4c(C)nn23)cc1S(=O)(=O)N1CCN(CCO)CC1
→ 7	3	10	6	5	3	-5	6	8
- FC(F)C(F)(F)C(F)(F)C(F)(F)c1cc(-c2ccccc2)n[nH]1
→ 1	-2	-2	-5	1	-5	-2	-6	4
- COc1ccc(C(=O)Nc2cccc3nc(C)ccc23)cc1OC
→ 3	2	-1	1	-1	-8	-16	11	8
- c1ccc(Sc2cccc3ccccc23)c(CNC2=NCCN2)c1
→ -2	3	-19	-3	-1	6	1	4	11
- COc1ccc(NC(=O)/C(C#N)=C/c2ccc[nH]2)c(OC)c1
→ 6	3	3	4	-5	4	-4	-1	7
- CN1CCN(NC(=O)/C=C/c2cccc([N+](=O)[O-])c2)CC1
→ 3	7	1	1	2	-11	-3	-4	4
- O=C(NCc1cn(-c2ccccc2)nc1-c1ccc(F)cc1)c1cccc([N+](=O)[O-])c1
→ -7	-4	8	-20	-2	11	1	-33	-10
- O=c1c(OC2OC(CO)C(O)C(O)C2OC2OC(CO)C(O)C(O)C2O)c(-c2ccc(O)cc2)oc2cc(O)cc(O)c12 (stereo unspecified)
→ 1	2	-7	-2	4	3	-11	0	3
- O=C(NCc1ccc(Cl)cc1)c1cc(S(=O)(=O)N2CCCCC2)c[nH]1
→ 1	2	3	-7	0	-4	-3	-9	5
- Cn1ccnc1SCC(=O)Nc1ccccc1
→ -1	1	10	6	1	0	4	1	12
- Cc1ccc(NC(=O)CN2C(=O)NC(C)(C3CC3)C2=O)cc1S(=O)(=O)N1CCCCC1 (stereo unspecified)
→ -6	·	1	-5	7	-8	·	-3	1
- O=C(CNC1CCCCC1)NN=C(c1ccccc1)c1ccccc1
→ 4	2	-6	0	-10	15	0	-8	-3
- Nn1c(SCc2cccc(F)c2)nnc1-c1cccnc1
→ 3	-6	12	3	0	-3	-6	-1	4
- COc1cc(-c2nc(C(=O)NC3CCN(Cc4ccccc4)CC3)cc3c2[nH]c2ccccc23)cc(OC)c1OC
→ -25	-24	2	-13	1	-5	-4	-15	-2

Next section
The line under a structure holds: PAFAH2 FP inh	GSTO1 counter	PREPL inh	LYPLA1 counter	PAD4 FP inh	ZTA counter	EBNA-1 inh	LYPLA2 counter	PAFAH1B3 FP inh
- COC(=O)c1sc(S(=O)(=O)N2CCN(c3ccc(OC)cc3)CC2)c(C(=O)OC)c1C
→ -1	7	11	1	5	-11	2	2	10
- CN1CCN(S(=O)(=O)c2ccc(N3CCN(C(=O)c4ccccc4)CC3)nc2)CC1
→ -6	11	10	0	-11	-22	-15	-5	7
- NCCC1CCCC(CCN)N1 (stereo unspecified)
→ 6	-4	-11	-3	-7	+	+	-3	4
- CC1(C)CCC/C(=C\c2ccccc2)C1=O
→ 2	-2	0	3	-4	-4	1	1	4
- Cc1nc(C(=O)Nc2ccc(Cl)cc2)sc1C1(C)CC(c2ccccc2)=NO1 (stereo unspecified)
→ -3	-9	-7	-12	0	10	0	-17	-5
- CCOC(=O)c1sc(NC(=O)CSc2nnc(-c3ccco3)o2)c(C(=O)OCC)c1C
→ -14	5	0	0	-5	8	-2	-1	1
- Cc1nc(NC2CCCCC2)c2nnn(Cc3ccccc3Cl)c2n1
→ 1	-2	19	-3	-3	9	1	1	-5
- N#Cc1cccc2c1-c1ccccc1/C2=N/NC(N)=S
→ 15	-10	19	2	-5	-14	3	1	4
- Clc1ccc(OCc2nnc(-c3ccccc3Br)o2)c(Cl)c1
→ -1	-6	4	-8	-4	15	6	-5	2
- Cc1ccc(S(=O)(=O)c2c(C)cc(C)nc2Oc2cccc(C)c2C)cc1
→ 5	-11	15	2	-2	2	-4	-2	2
- COc1ccc(-c2ccc(-c3nc4c(c(=O)[nH]c(=O)n4Cc4ccccc4)n3C)o2)c([N+](=O)[O-])c1
→ 8	4	8	-5	-3	19	11	-6	11
- Cc1cccc(NC(=O)CCC(=O)OCC(=O)c2ccc(Oc3ccc([N+](=O)[O-])cc3)cc2)c1
→ 1	8	5	1	0	-2	4	31*	2
- Cc1ccnc(SCC(=O)Nc2oc(-c3ccccc3)c(-c3ccccc3)c2C#N)n1
→ -10	-13	-11	0	-6	7	1	1	7
- C[C@@H]1CN([C@H](C)CO)C(=O)Cc2cc(NC(=O)Nc3ccccc3)ccc2O[C@@H]1CN(C)Cc1ccc2c(c1)OCO2
→ -12	·	23	·	2	·	·	·	18
- Cn1c(CNC(=O)c2ccco2)nnc1SCC(=O)c1ccccc1
→ 5	7	-6	2	-3	14	-2	3	13
- C/[N+]([O-])=C/c1c(OCc2ccc(Cl)cc2Cl)ccc2ccccc12
→ 12	-5	7	-1	-7	-1	-2	-2	8
- CC(=O)c1ccc(N=Nc2c(C)[nH]n(-c3ccccc3)c2=O)cc1
→ -10	1	5	4	5	-3	0	13	3
- Cc1cccc(NC(=O)COC(=O)Cc2cccc(C(F)(F)F)c2)c1C
→ 2	-2	-5	0	0	6	-3	1	10
- O=c1[nH]c(-c2ccccc2F)nc2c1sc(=S)n2Cc1ccccc1
→ 8	-97	12	-4	-8	-5	10	1	-1
- Cc1c(Cl)cccc1NS(=O)(=O)c1c(C(=O)N2CCOCC2)c(C)n(C)c1C
→ 8	-1	12	2	0	-1	-14	3	3
- COc1cccc(CNC(=O)CN2C(=O)CCSc3ccc(S(=O)(=O)N4CCCC4)cc32)c1
→ -1	-2	11	3	-3	-2	-9	3	3
- COc1ccc(N2CCN(S(=O)(=O)CCNS(=O)(=O)c3ccccc3)CC2)cc1
→ 3	18	-15	2	0	-3	-4	7	6
- C/C(=N\Nc1nc(Nc2ccccc2)nc(N2CCOCC2)n1)c1cccs1
→ 0	-3	3	-1	-5	7	-1	1	6
- CC(=O)N/C(=C\c1ccccc1)C(=O)OCc1ccccc1
→ 7	-5	3	-3	-11	-11	-10	-2	3
- CCCCC(=O)NCCNC(=O)c1cc(OCC(F)(F)F)ccc1OCC(F)(F)F
→ -6	1	-4	-3	-5	6	4	-1	3
- COC(=O)C1=C(C)N(C)C(C)=C(C(=O)OC)C1c1ccccc1C
→ -10	3	6	0	2	-18	-17	2	7
- COc1cccc(CNC(=O)c2ccc(NC3=NC4CS(=O)(=O)CC4S3)cc2)c1 (stereo unspecified)
→ 2	-2	3	-4	6	16	2	-8	6
- CCOC(=O)c1ccc(NC(=O)CCc2nc(-c3ccc(Cl)cc3)no2)cc1
→ -9	1	-21	-1	3	-8	-2	5	-6
- CCOC(=O)c1ccc(N/N=C/c2cc(Br)cc([N+](=O)[O-])c2O)cc1
→ 22	-3	-6	2	-5	19	2	0	18
- CN1CCN(c2ccc(S(=O)(=O)N3CCCCC3)cc2NC(=O)/C=C/c2ccc(Cl)c([N+](=O)[O-])c2)CC1
→ 1	-8	35	-4	-5	16	5	-8	3
- COc1cc(/C=N\NC(=O)OC(C)(C)C)ccc1OC(=O)c1ccco1
→ ·	0	10	-1	-8	0	0	-3	·
- Cc1ccc(S(=O)(=O)N(CC(=O)O)Cc2ccccc2)cc1
→ 8	1	6	2	-2	4	9	-1	-1

In a second layout: entries from further up
Compound	PAFAH2 FP inh	GSTO1 counter	PREPL inh	LYPLA1 counter	PAD4 FP inh	ZTA counter	EBNA-1 inh	LYPLA2 counter	PAFAH1B3 FP inh
COC(=O)c1sc(S(=O)(=O)N2CCN(c3ccc(OC)cc3)CC2)c(C(=O)OC)c1C	-1	7	11	1	5	-11	2	2	10
COc1cccc(CNC(=O)c2ccc(NC3=NC4CS(=O)(=O)CC4S3)cc2)c1 (stereo unspecified)	2	-2	3	-4	6	16	2	-8	6
C[C@@H]1CN([C@H](C)CO)C(=O)Cc2cc(NC(=O)Nc3ccccc3)ccc2O[C@@H]1CN(C)Cc1ccc2c(c1)OCO2	-12	·	23	·	2	·	·	·	18

Four successive records already listed:
The line under a structure holds: PAFAH2 FP inh	GSTO1 counter	PREPL inh	LYPLA1 counter	PAD4 FP inh	ZTA counter	EBNA-1 inh	LYPLA2 counter	PAFAH1B3 FP inh
- COC(=O)c1sc(S(=O)(=O)N2CCN(c3ccc(OC)cc3)CC2)c(C(=O)OC)c1C
→ -1	7	11	1	5	-11	2	2	10
- CN1CCN(S(=O)(=O)c2ccc(N3CCN(C(=O)c4ccccc4)CC3)nc2)CC1
→ -6	11	10	0	-11	-22	-15	-5	7
- NCCC1CCCC(CCN)N1 (stereo unspecified)
→ 6	-4	-11	-3	-7	+	+	-3	4
- CC1(C)CCC/C(=C\c2ccccc2)C1=O
→ 2	-2	0	3	-4	-4	1	1	4
